EPAC2 antagonist: antagonists of human EPAC2 | AID 720708 | hit rate 0.18% among 360,000 | Potency, µM (top dose mostly 114 µM), for the others: at the highest dose activity, negative = inhibition, usual class: inhibitors | EPAC2 GEF exchange of Rap1B-BODIPY-GDP, fluorescence; also: potency is read from the fitted curve at half-maximal effect; % is scaled to controls: 0 for no effect and ±100 for the full control effect; nearly all actives have a fitted effect of over 45% in size; many of its hits are not listed in these tables
Target sequence (Q8WZA2 whole entry, looked up): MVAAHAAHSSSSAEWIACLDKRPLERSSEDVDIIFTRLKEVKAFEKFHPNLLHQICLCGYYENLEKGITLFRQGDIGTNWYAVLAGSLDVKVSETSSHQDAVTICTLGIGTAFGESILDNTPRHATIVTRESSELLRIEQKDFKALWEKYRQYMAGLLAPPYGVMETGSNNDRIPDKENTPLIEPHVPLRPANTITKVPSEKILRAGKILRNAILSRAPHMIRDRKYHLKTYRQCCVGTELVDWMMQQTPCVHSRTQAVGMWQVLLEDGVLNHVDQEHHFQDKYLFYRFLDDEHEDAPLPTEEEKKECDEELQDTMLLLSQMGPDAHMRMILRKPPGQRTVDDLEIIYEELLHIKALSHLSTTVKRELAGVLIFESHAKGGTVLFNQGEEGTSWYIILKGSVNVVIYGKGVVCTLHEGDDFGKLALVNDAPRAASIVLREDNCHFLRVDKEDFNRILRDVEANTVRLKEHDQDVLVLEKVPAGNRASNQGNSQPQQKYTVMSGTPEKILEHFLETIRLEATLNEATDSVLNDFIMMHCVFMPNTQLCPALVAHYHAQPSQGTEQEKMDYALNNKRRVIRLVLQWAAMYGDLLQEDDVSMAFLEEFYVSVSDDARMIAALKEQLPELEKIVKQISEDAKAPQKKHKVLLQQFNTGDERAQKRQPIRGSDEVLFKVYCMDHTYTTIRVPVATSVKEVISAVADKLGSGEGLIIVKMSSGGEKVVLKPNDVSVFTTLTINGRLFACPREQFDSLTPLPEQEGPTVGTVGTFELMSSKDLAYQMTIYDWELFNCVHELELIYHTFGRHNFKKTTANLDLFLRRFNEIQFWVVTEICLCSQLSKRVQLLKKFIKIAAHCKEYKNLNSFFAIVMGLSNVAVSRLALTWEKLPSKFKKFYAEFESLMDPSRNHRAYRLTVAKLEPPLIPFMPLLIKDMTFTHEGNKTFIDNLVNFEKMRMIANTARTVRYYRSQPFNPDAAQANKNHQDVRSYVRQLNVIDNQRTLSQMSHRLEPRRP
TDP43 rescue: TDP-43 toxicity inhibition in yeast; Potency, µM (series often up to 46.1 µM), for inactives: at the highest dose growth rescue (activation), usual class: activators; hit rate 1.8% among 410,000; TDP-43 expressing yeast growth rescue, BacTiter-Glo, 24 h; also: potency is read from the fitted curve at half-maximal effect; % of control where 0% means no effect; nearly all actives have a fitted effect of over 50% in size
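Growth rescue of TDP-43-toxic yeast measured as ATP luminescence (BacTiter-Glo). Cells grown to mid-log in raffinose, induced in galactose at OD600=0.02, exposed to compound 24 hr at 30 deg C.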
EPAC2 ag: EPAC2 (human) agonism; EPAC2 activation, biochemical qHTS; response scale: 100% = 6.5 mM cAMP response; Potency, µM (series often up to 154 µM), inactives show at the top dose activation, actives largely listed as activators; hit rate 0.079% among 360,000; also: potency is read from the fitted curve at half-maximal effect; nearly all actives have a fitted effect of over 50% in size
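Setup: EPAC2 100 nM, labeled Rap1B complex 250 nM, free GDP 50 uM. Compound titrations pinned in, brief spin, 5 min room temperature incubation. Kinetic fluorescence read over 30 min, normalized to 6.5 mM cAMP.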
D3 ag: D3 dopamine receptor (human) agonism; P35462; D3R DiscoveRx beta-arrestin cells, luminescence, 90 min; max activation, %; hit rate 0.58% among 410,000; in the data active = max activation above about 30%; also: 0% is about no effect; mostly tested at two doses, the higher about 12 µM
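Agonist-mode cell screen: cells plated at 1500/well and incubated overnight at 37 °C, then exposed to library compounds for 90 min at 37 °C. Detection reagent was added for 30–60 min at room temperature, and luminescence was read.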
FUS yeast rescue: suppressors of FUS proteinopathy in yeast; AID 1347120; hit rate 0.24% among 390,000; Potency, µM (doses to about 76.6 µM), inactives show top-dose growth rescue (activation), usual class: activators; S. cerevisiae FUS-expressing, growth rescue, OD600, 24 h;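 also: potency is read from the fitted curve at half-maximal effect; plate controls were DMSO vehicle for no effect and reference control for full effect; nearly all actives have a fitted effect of over 55% in size; some results filed as inactive show a strong effect at the top dose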
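Cultures pregrown in 2.5% raffinose medium are shifted to minimal medium containing 2% galactose to express toxic FUS. Compounds are tested at several concentrations. After 24hr at 30C, growth is quantified at 600 nm absorbance.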
aSyn yeast inh: rescues yeast growth from alpha-synuclein toxicity. Yeast expressing alpha-synuclein, growth rescue, BacTiter-Glo, 24 h. Potency, µM (series often up to 46.1 µM), for the others: at the top dose growth rescue (activation), most hits filed as activators. hit rate 0.14% among 370,000; also: potency is read from the fitted curve at half-maximal effect; % of control where 0% means no effect; nearly all actives have a fitted effect of over 65% in size
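Readout is rescue of growth in alpha-synuclein-expressing yeast, so inhibitors of toxicity appear as activators. Growth after 24 hr at 30 deg C in galactose medium is quantified by luminescence.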
Abeta rescue: restores growth of yeast expressing A-beta42 peptide; Potency, µM (doses to about 46.1 µM), for the others: at the highest dose growth rescue, most hits filed as activators; hit rate 0.063% among 410,000; yeast expressing A-beta42, growth rescue, OD600, 48 h; response scale: 0% DMSO, 100% iron-clioquinol control; also: potency is read from the fitted curve at half-maximal effect; nearly all actives have a fitted effect of over 55% in size
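Yeast A-beta toxicity model in growth medium with pinned compounds, 48 h at 30 C; growth read as absorbance at 600 nm. Normalized to FeCl3/clioquinol equimolar mix (positive) and DMSO (negative).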
DRD3 antagonist: blocks the human D3 dopamine receptor. AID 652054. hit rate 2.5% among 360,000. max response, negative = inhibition, %. P35462. D3R cells, DiscoveRx beta-arrestin luminescence, antagonist mode; stronger effect = lower value; in the data active = max response below about -50%; inconclusive = no clear call, values can overlap the other calls; also: % is scaled to controls: 0 for no effect and ±100 for the full control effect; mostly tested at two doses, the higher about 12 µM
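Cells expressing the human receptor were seeded at 1500 cells/well, incubated overnight at 37 degrees C in 5% CO2, then exposed to library compounds with dopamine controls for 90 minutes at 37 degrees C before luminescent detection.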
Numbers without * were called inactive; u = inconclusive; x = not tested or not shown; [ ] = another dose, or the depositor's remark. Unless noted, calls follow the shape of the dose curve; as a rule, active = well fitted curve in the direction sought with a large enough effect; inconclusive = small, poorly fitted or top-dose-only effect, or another doubt; inactive = no such curve, though single readings can be large; an effect the other way counts as inactive or inconclusive. Only part of the results is shown; rates above refer to the full screens.

Value order – EPAC2 antagonist | TDP43 rescue | EPAC2 ag | D3 ag | FUS yeast rescue | aSyn yeast inh | Abeta rescue | DRD3 antagonist
- Cc1cccc(C(=O)NC2=NCCS2)c1
    5% | -20% | 13% | 3 | 8% | -1% | -7% | 3
- CCCCOC(=O)Nc1ccc(S(=O)(=O)Nc2cc(C)nc(C)n2)cc1
    -11% | 14% | 13% | 0 | -20% | -1% | -8% | 21
- CS(=O)(=O)N1N=C(c2cccs2)CC1c1ccccc1O (stereo unspecified)
    -1% | -14% | 21% | -14 | 8% | 14% | -10% | -17
- CCCSCC(=O)Nc1ncc2c(n1)-c1ccccc1CC2
    2% | -1%[9.22 µM] | 5% | 10 | 13% | 6% | 20% | 3
- O=C(c1cc(COc2c(F)cccc2F)on1)N1CCC(c2ccncc2)CC1
    4% | 19% | -1% | -3 | -4% | 7% | 10% | 10
- COc1cc(O)c2c(=O)cc(-c3ccccc3)oc2c1
    10% | -12% | 6% | -19 | -11% | u | -27% | -17
- CCOc1ccccc1N1CCN(C2=C(NS(=O)(=O)c3cccs3)C(=O)c3ccccc3C2=O)CC1
    -4% | u | 6% | -19 | 36% | 7% | -22% | 2
- Cc1cc(-c2nnc(SCc3cccnc3)o2)no1
    4% | -8% | -5% | 2 | -14% | -1% | 13% | 6
- COc1cc(SC)ccc1C(=O)OCC(=O)N1CCCC1
    0% | -12% | 2% | 0 | -7% | -10% | -5% | 9
- Cc1csc(NC(=O)CCc2ccc(S(=O)(=O)N3CCOCC3)cc2)n1
    10% | -23% | 6% | -11 | -1% | -7% | -3% | -13
- CCOc1cc(NC(=O)c2ccccc2OC)c(OCC)cc1NC(=O)c1ccccc1
    5% | 16% | 5% | 5 | -6% | 5% | 2% | 8
- O=C(Cn1ncc2c3ccccc3n(Cc3ccccc3)c2c1=O)NCCCN1CCCC1=O
    3% | 11% | 3% | 2 | 9% | 3% | 18% | -4
- COc1ccc(-c2ccc3oc(-c4ccc(OC)cc4)c(C#CCO)c3c2)cc1
    -18% | 18% | 8% | 58* | -16% | 2% | -6% | 111
- O=C(CCn1c(=O)c2cccn2c2cccnc21)N1CCN(c2ccccc2F)CC1
    x | u | x | 1 | -16% | x | -8% | x
- CCOC(=O)c1nn(-c2ccc(C)cc2)c2nc(Nc3ccccc3)cc(=O)n12
    18%[57.1 µM] | -11% | -15% | 1 | 12% | 1% | 12% | 11
- O=C(CS(=O)(=O)c1cccc2nsnc12)Nc1ccc(F)cc1
    x | -6% | x | -15 | -1% | -11% | 1% | x
- O=C(NCc1ccccc1Cl)c1ccc(Cn2c(SCc3ccccc3)nc3cccnc32)cc1
    x | u | x | -24 | 12% | x | -17% | x
- COc1ccc(CCNCC(O)COc2c(C)cccc2C)cc1OC (stereo unspecified)
    0% | -15% | 9% | 3 | 2% | -1% | -14% | u
- O=C(Cn1cccc1C(=O)c1ccccc1)NCCC1=CCCCC1
    0% | 0% | 8% | -2 | 17% | 15% | -3% | 3
- Cn1nccc1-c1coc2c(C(=O)NCc3ccccc3)cccc12
    0% | 3.5µM* | 13% | -2 | -1% | 14% | 5% | -18
- CCCc1c(C(=O)N/N=C/c2sccc2C)nnn1-c1nonc1N
    1% | 11% | -4% | -10 | 8% | 4% | 2% | 7
- Cc1ccc(S(=O)(=O)Nc2cc(S(=O)(=O)N3CCOCC3)ccc2NCC2CCCO2)cc1 (stereo unspecified)
    -2% | 26% | -3% | 0 | x | -1% | 3% | -14
- Cc1nc(C(=O)NNC(=O)c2ccc(C(F)(F)F)cc2)cs1
    3% | 10% | 1% | 5 | -4% | 5% | 2% | -3
- CC(C)CN(C(=O)C(C)N1C(=O)c2ccccc2C1=O)c1c(N)n(Cc2ccccc2)c(=O)[nH]c1=O (stereo unspecified)
    7% | 10% | -6% | 10 | -7% | 1% | 2% | 18
- Cc1cccc(C)c1Nc1nnc(SC/C(O)=C(\C#N)c2nc3ccccc3[nH]2)s1
    -4% | -6% | 15% | 18 | x | -10% | 9% | 5
- CCc1ccc(NC(=O)N2CC=C(c3c[nH]c4ccccc34)CC2)cc1
    x | 26% | x | -15 | 15% | x | -7% | x
- Cc1cccc(C)c1N1CCN(CCn2c(=S)[nH]c3ccccc3c2=O)CC1
    2% | 22% | 3% | -2 | -9% | 5% | 23% | -69*
- Cn1cc(Br)c(-c2cccc(N3C(=O)CCCC3=O)c2)n1
    0% | 18% | 1% | 2 | 18% | 1% | 2% | -16
- CC(OC(=O)c1cc(Br)ccc1O)C(=O)Nc1ccc(S(=O)(=O)N2CCCC2)cc1 (stereo unspecified)
    -5% | -2% | -3% | 6 | x | 0% | -10% | -12
- CCCNc1c(NS(=O)(=O)c2ccc(C)cc2C)c(=O)oc2ccccc12
    -6% | -5% | 2% | -15 | 4% | 0% | 1% | 1
- COCCN(C(=O)COC(=O)c1ccc2c(c1)OCO2)c1c(N)n(Cc2ccccc2)c(=O)[nH]c1=O
    2% | 2% | 4% | -1 | -24% | -5% | 2% | -6
- O=C(COc1cc(F)ccc1[N+](=O)[O-])Nc1ccc2c(c1)OCO2
    10% | 29% | 11% | 0 | 1% | -1% | -6% | 0
- CCCCCCOc1ccc(N2C(=O)CC(SCCN)C2=O)cc1 (stereo unspecified)
    -13% | -19% | 10% | 2 | 21% | -11% | -2% | 3
- CC1=CC2C(C3C=CC2(C)C(=O)C3(C)O)C(C)(O)C1=O (stereo unspecified)
    26% | 25% | -2% | 1 | x | 2% | 6% | 23
- CC(NC(=O)COC(=O)C1CC1C)c1ccccc1 (stereo unspecified)
    5% | 5% | -1% | -19 | 22% | 3%[1.84 µM] | -6% | 6
- CC(=O)N(C)c1ccc(N=Nc2ccc3ncccc3c2)cc1
    9% | 20% | -1% | -3 | 23% | 3% | 17% | 16
- COCCCn1c(Cc2ccccc2)nnc1SCC(=O)N1CCCCC1
    27% | 0% | 9% | -11 | 0% | -6% | -18% | -17
- CN(/N=C/c1cc(Cl)cc(Cl)c1O)C(=S)NC(C)(C)C
    u | -89%[inhibitor] | 7% | 3 | 9% | -51%[inhibitor] | -93%[inhibitor] | 0
- Cc1nn(-c2ccccc2)c(-n2cccc2)c1C(=O)O
    11% | 3% | -3% | -1 | 3% | -1% | 14% | 3
- COc1cccc(-c2cc(C(=O)Nc3cnn(Cc4ccc(Cl)cc4Cl)c3)no2)c1
    x | 16% | x | 4 | -11% | x | -6% | x
- COc1cccc(N2[C@@H](CC(=O)O)c3ccccc3S2(=O)=O)c1
    -11% | 4% | -4% | 9 | -23% | -7% | -2% | 10
- CC(=O)Nc1ccc(OCC(O)CN2C(C)CCCC2C)cc1 (stereo unspecified)
    -2% | -8% | -11% | 4 | x | -4% | 10% | 2
- O=C(CCC(=O)c1cccs1)Nc1nc2ccccc2s1
    -5% | -4% | 0% | 3 | 3% | 3% | 9% | 1
- CC(C)(C)OC[C@H](NC(=O)c1[nH]cnc1C(=O)Nc1ccccc1F)C(=O)OC(C)(C)C
    -19% | 0% | -10% | 1 | u | u | 14% | -5
- CN(C(=O)c1cc(-c2cccs2)nn1-c1ccccc1)C1CCS(=O)(=O)C1 (stereo unspecified)
    0% | 2% | 4% | 0 | u | -6% | -1% | 74
- CS(=O)Cc1cc(Sc2ccccc2)nc(-c2ccncc2)n1 (stereo unspecified)
    -2% | -17% | 2% | 0 | 32% | 1% | 6% | 10
- O=C(COc1ccc(F)cc1)N1CCc2ccccc2C1
    -1% | u | 3% | -4 | 7% | 13% | 15% | -1
- O=C(O)c1c2c(nc3ccc(F)cc13)CCC2
    1% | -2% | -1% | 3 | 21% | 4% | -9% | 10
- COc1ccc(CNC(=O)Cn2ncc3c([nH]c4ccccc43)c2=O)cc1
    x | 17% | x | 3 | 0% | x | -11% | x
- Cc1cc(C(=O)N2CCCc3ccccc32)ccc1[N+](=O)[O-]
    -13% | -15%[1.82 µM] | 6% | -8 | 11% | -7% | 0% | -11
- c1ccc(COc2ccc(CNCc3cccs3)cc2)cc1
    1% | -20% | 6% | -9 | 9% | -1% | -4% | -19
- CCc1nc2c(OCC(=O)c3ccc(F)cc3)cccn2c1N(C)C(=O)c1cccs1
    -5% | 18% | 12% | 11 | 19% | 0% | 7% | 41
- C(=C\c1ccccc1)/CN1CCN(C(c2cc3ccccc3o2)c2nnnn2Cc2ccccc2)CC1 (stereo unspecified)
    -20% | 13% | 9% | -15 | 5% | 2% | -7% | -104*
- CCC(C)Sc1ccc([C@H]2N[C@@](C)(C(=O)OC)[C@H]3C(=O)N(C)C(=O)[C@@H]23)cc1 (stereo partly specified)
    7% | 27% | 1% | -21 | -6% | 2% | 9% | 14
- C=CCn1c(Oc2ccccc2)nc2c1c(=O)n(C)c(=O)n2C
    -13% | 26% | 0% | 3 | 7% | 7% | -5% | 21
- Sc1ccccc1N=Cc1cccs1
    -4% | 0% | 6% | 3 | -9% | -11% | -5% | 1
- Cc1ccc(NC(=O)CCn2cnc3onc(-c4ccc(F)cc4)c3c2=O)c(Br)c1
    x | 11% | x | -9 | -24% | x | -7% | x
- COc1ccc(-c2nonc2NC(=O)c2ccco2)cc1OC
    4% | 22% | 6% | -2 | -30% | 2% | 3% | 8
- COCCn1c(C)cc(C2=NNC(=NC3CC3)SC2)c1C
    9% | -33%[inhibitor] | -7% | 0 | 22% | -28% | -45%[inhibitor] | 4
- Cc1cccc(NC(=O)CCc2ccc(C)o2)c1
    -5% | 21% | 1% | 3 | -12% | 5% | 28%[9.22 µM] | 15
- O=C(CNC(=O)c1ccccc1F)c1ccccc1
    3% | -10% | 15% | 4 | -17% | -4% | -3% | -27

2 compounds picked at random from the list so far:
Value order – EPAC2 antagonist | TDP43 rescue | EPAC2 ag | D3 ag | FUS yeast rescue | aSyn yeast inh | Abeta rescue | DRD3 antagonist
- Cc1cc(C(=O)N2CCCc3ccccc32)ccc1[N+](=O)[O-]
    -13% | -15%[1.82 µM] | 6% | -8 | 11% | -7% | 0% | -11
- COCCn1c(C)cc(C2=NNC(=NC3CC3)SC2)c1C
    9% | -33%[inhibitor] | -7% | 0 | 22% | -28% | -45%[inhibitor] | 4

Assay outcomes: PubChem BioAssay, National Center for Advancing Translational Sciences (NCATS)
